# Screens deposited in PubChem BioAssay by National Center for Advancing Translational Sciences (NCATS).
# ATXN2 expr inh = reduces ATXN2 reporter expression in HEK-293 cells; Potency, µM (top dose mostly 57 µM), without a hit: top-dose activity change, negative = inhibition, usual class: inhibitors; actives 0.72% (n = 360,000); AID 1745845; HEK-293 ATXN2-luciferase reporter, luminescence, 24 h; further: on the % scale 0 is the no-effect control and ±100 the full control effect; nearly all actives have a fitted effect of over 55% in size
#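 ATXN2-luciferase reporter cells (luciferase flanked by upstream and downstream ATXN2 gene portions) were treated 24 h at 37 °C with compounds at up to 57 uM. SteadyGlo luminescence gave expression; GF-AFC fluorescence gave viability.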
# Nrf2 activator = Nrf2 pathway activation. AREc32 ARE-luciferase reporter (MCF7-derived line), luminescence, 24 h. actives 0.31% (n = 410,000). AID 624171. Potency, µM (titrated, usually from 46.1 µM), for inactives: top-dose activation, hits mostly activators; further: % of control where 0% means no effect; nearly all actives have a fitted effect of over 65% in size
#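 Reporter line AREc32 (ARE-Fluc), seeded overnight in OPTI-MEM with 5% FBS; compound pin-transferred, 24 hr at 37 deg C, 5% CO2; luminescent read-out.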
# HepG2 viability = counter-screen for TGF-b inhibitors: cytotoxicity in HepG2 cells; actives 0.76% (n = 410,000); HepG2 CAGA-GFP viability, ATP luminescence, 18 h; AID 588856; Potency, µM (titrated, usually from 46.1 µM), for inactives: at the top dose activity change, negative = cytotoxicity, actives largely listed as cytotoxic; further: some results filed as inactive show a strong effect at the top dose
#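 HepG2 CAGA-GFP cells (1000/well, DMEM with 1% FBS) received compound, then TGF-beta at 500 pg/mL final, and were incubated 18 hours at 37 degrees C. Viability was read by CellTiter-Glo luminescence. Media-only wells were set as complete cell-killing and DMSO as no toxicity.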
# Nrf2 inh = Nrf2 pathway inhibition | actives 2.1% (n = 360,000) | A549 ARE-Fluc reporter, luciferase luminescence, 18-24 h | AID 504444 | Potency, µM (series often up to 46 µM), for the others: top-dose activity change, negative = inhibition, hits mostly inhibitors; further: on the % scale 0 is the no-effect control and ±100 the full control effect; nearly all actives have a fitted effect of over 60% in size
#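 Nrf2 activity is the BugLite luminescence, read 15 min after reagent at room temperature, following CellTiter-Fluor cytotoxicity readout (30 min, 37C). Compound titrations were applied for 18-24 h to 5000 A549 ARE_Fluc cells/well in 5% FBS OPTI-MEM.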
# EPAC2 antagonist = EPAC2 (human) antagonism; actives 0.18% (n = 360,000); AID 720708; Potency, µM (titrated, usually from 114 µM), for inactives: at the highest dose activity, negative = inhibition, usual class: inhibitors; EPAC2 GEF exchange of Rap1B-BODIPY-GDP, fluorescence; Q8WZA2; further: on the % scale 0 is the no-effect control and ±100 the full control effect; nearly all actives have a fitted effect of over 45% in size; many of its hits are not listed in these tables
# Target sequence (Q8WZA2 whole entry, looked up): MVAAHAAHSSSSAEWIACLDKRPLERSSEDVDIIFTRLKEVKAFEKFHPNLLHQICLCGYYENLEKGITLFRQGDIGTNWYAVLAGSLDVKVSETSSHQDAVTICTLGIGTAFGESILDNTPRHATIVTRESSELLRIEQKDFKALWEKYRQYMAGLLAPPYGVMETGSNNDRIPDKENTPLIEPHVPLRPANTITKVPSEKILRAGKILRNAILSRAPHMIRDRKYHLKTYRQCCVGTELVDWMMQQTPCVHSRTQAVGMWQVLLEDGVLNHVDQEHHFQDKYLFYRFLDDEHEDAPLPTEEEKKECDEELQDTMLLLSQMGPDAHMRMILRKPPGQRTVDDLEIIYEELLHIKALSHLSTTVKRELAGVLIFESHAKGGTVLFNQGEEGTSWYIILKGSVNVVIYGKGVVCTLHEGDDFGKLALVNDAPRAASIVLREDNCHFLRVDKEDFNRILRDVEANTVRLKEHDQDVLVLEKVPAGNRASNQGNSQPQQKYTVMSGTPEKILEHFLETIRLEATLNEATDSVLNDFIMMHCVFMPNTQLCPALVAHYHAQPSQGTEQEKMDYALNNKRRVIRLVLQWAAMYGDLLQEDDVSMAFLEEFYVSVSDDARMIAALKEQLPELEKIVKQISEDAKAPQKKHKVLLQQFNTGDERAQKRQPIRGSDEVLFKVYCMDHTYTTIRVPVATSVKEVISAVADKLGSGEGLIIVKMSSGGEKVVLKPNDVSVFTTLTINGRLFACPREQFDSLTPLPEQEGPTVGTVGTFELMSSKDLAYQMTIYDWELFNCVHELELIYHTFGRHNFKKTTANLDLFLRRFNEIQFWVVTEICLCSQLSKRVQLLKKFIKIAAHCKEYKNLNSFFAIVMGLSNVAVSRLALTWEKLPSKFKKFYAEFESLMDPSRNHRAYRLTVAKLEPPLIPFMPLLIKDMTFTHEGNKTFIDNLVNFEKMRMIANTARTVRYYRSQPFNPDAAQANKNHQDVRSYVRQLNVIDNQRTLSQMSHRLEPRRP
# ATXN viability = cell viability loss in ATXN counter-screen; actives 0.49% (n = 400,000); S2 cells (HEK-293 line with an ATXN2-luciferase reporter) viability, CellTiter-Fluor protease fluorescence, 24 h; Potency, µM (series often up to 56.7 µM), hits mostly cytotoxic; further: nearly all actives have a fitted effect of over 40% in size
# TGFb inhibitor = blocks TGF-b signaling; HepG2 CAGA-GFP TGF-b/SMAD3 reporter, GFP fluorescence, 18 h; TGF-beta stimulated, 500 pg/mL final; Potency, µM (titrated, usually from 46.1 µM), without a hit: at the top dose activity, negative = inhibition, most hits filed as inhibitors; actives 1.2% (n = 410,000); AID 588855; further: on the % scale 0 is the no-effect control and ±100 the full control effect; nearly all actives have a fitted effect of over 65% in size
#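 Read-out: total well GFP (ex488/em500-530) summed from mean per-cell fluorescence. Cells: HEPG2 CAGA-GFP, 1% FBS DMEM, 18 h at 37 degrees C with 500 pg/mL final TGF-beta. Unstimulated wells served as the full-inhibition control; stimulated DMSO wells = 0%.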
# MCF10A rerep = induces DNA re-replication in MCF 10a normal breast cells; Potency, µM (series often up to 46.1 µM), without a hit: top-dose activity, positive = re-replication, most hits filed as activators; MCF 10A DNA re-replication, Hoechst nuclear intensity, 48 h; actives 2.9% (n = 350,000); AID 624296; further: % of control where 0% means no effect; nearly all actives have a fitted effect of over 50% in size
# A549 viability = counter-screen for Nrf2 inhibitors: cytotoxicity in A549 cells. A549 ARE-Fluc cells, CellTiter-Fluor viability, 18-24 h. Potency, µM (doses to about 46 µM), inactives show top-dose activity change, negative = cytotoxicity, most hits filed as inhibitors. actives 0.16% (n = 390,000); further: on the % scale 0 is the no-effect control and ±100 the full control effect
#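 A549 ARE_Fluc cells in 5% FBS OPTI-MEM were exposed to compounds in concentration-response for 18-24 h at 37 deg C. Viability was read by CellTiter-Fluor fluorescence (Ex 405/Em 525) after 30 min, before the luciferase read.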
# An asterisk follows results filed as active; i = inactive; ? = inconclusive; nt = no result given; [ ] = another dose, or the depositor's remark. The call rests on the fitted dose curve; in most records, active means well fitted curve in the direction sought with a large enough effect; inconclusive means small, poorly fitted or top-dose-only effect, or another doubt; inactive means no such curve, though single readings can be large; an effect the other way counts as inactive or inconclusive. Potency means the concentration at half of the fitted maximal effect.
# Fields – ATXN2 expr inh, Nrf2 activator, HepG2 viability, Nrf2 inh, EPAC2 antagonist, ATXN viability, TGFb inhibitor, MCF10A rerep, A549 viability
Cc1cccc(NC(=O)CN(C)S(=O)(=O)c2ccccc2)n1
  9%, -0.4%, 3%, nt, 13%, i, 13%, 3%, 4%
CCn1c(=N)n(CC(=O)c2cccc([N+](=O)[O-])c2)c2ccccc21
  -15%, ?, -18%, ?, 8%, ?, -11%, 0%, 0%
CCN1CCN(c2c(Cl)cccc2NC(=O)c2cc3ccccc3o2)CC1
  -24%, 0.8%, -38%, -6%, -25%, i, -15%, ?, 1%
CCN(CC)C(=O)[C@H]1C[C@H](CC(=O)NCCCN(C)C)C(=O)N2CCc3c([nH]c4ccc(Cl)cc34)[C@]12C
  0%, 16%, -42%, 8%, -12%, i, ?, ?, -21%
COc1ccc(C(=O)NC(=S)NNC(=O)c2cccc(C)c2)cc1
  ?, 2.3%, -10%, -21%, -2%, i, -3%, 22%, 2%
COc1cc2[nH]c(=O)c(C(=O)NCc3ccccc3Cl)c(O)c2cc1OC
  -19%, -0.8%, 4%, ?, 7%, i, 0%, 0%, -8%
CCc1ccc(NC(=O)CSc2nccn(-c3ccc4c(c3)OCCO4)c2=O)cc1
  -3%, 11%, -13%, 16%, 19%, i, -43%, ?, -24%
c1ccc(-c2noc(CSc3nnnn3C3CCCCC3)n2)cc1
  15%, -0.7%, -14%, 19%, -6%[57.1 µM], i, -13%, 3%, 4%
O=c1c(S(=O)(=O)c2ccccc2)cn(Cc2ccccc2)c2cc(N3CCCC3)c(F)cc12
  nt, 0.0%, 3%, 9%, nt, nt, 1%, nt, -12%
O=C(NO)c1cc(OCC(F)(F)F)ccc1OCC(F)(F)F
  -12%, 5.4%, -30%, -17%, -1%, i, -7%, 6%, -2%
Cn1c(SCC(=O)NC(=O)c2cccc([N+](=O)[O-])c2)nnc1-c1ccc(F)cc1
  -3%, 0.7%, -13%, -1%, 0%, i, -26%, 11%, 9%
COc1ccc(Cl)cc1C(=O)NNC(=O)c1ccncc1
  nt, 0.6%, 26%, 2%, 11%, i, 26%, -12%, 2%
CC1CC(C)CN(S(=O)(=O)c2ccc(C(=O)N3CCN(c4ccccc4)CC3)cc2)C1 (configuration not stated)
  ?, 2.1%, -4%, ?, 9%, i, -23%, -1%, 5%
O=C(CSc1nccc(=O)[nH]1)Nc1ccc2c(c1)OCCO2
  37%, 2.4%, -67%, ?, 10%, i, -3%, -10%, 5%
COc1ccc(S(=O)(=O)N2CCCCC2C(=O)O)cc1OC (configuration not stated)
  1%, 0.2%, -1%, -20%, -4%, i, 0%, -3%, -3%
Cc1cc2c(cc1NC(=O)c1ccc(C(C)(C)C)cc1)n(C)c(=O)c(=O)n2C
  -17%, -0.4%, -4%, ?, nt, ?, -24%, nt, -15%
CCc1nc(N2CCN(C(=O)c3ccco3)CC2)c2oc3ccccc3c2n1
  ?, -0.5%, -20%, ?, 0%, ?, 1%, ?, -1%[1.84 µM]
N#C/C(=C\c1cccs1)Sc1nc2ccccc2s1
  104%[activator], ?, -13%, -27%, -8%, i, ?, ?, -12%
COc1ccc(CN2CCN(C(=O)c3cccc4ccccc34)CC2)cc1OC
  -43%, 0.2%, 11%, -1%, 13%, ?, 16%, 0.65µM*, 2%
CCOc1ccc(N(C)C(=O)CCc2nnc3ccc(N4CCC5(CC4)OCCO5)nn23)cc1
  -6%, -0.9%, -1%, -20%, -5%, i, 3%, 9%, 6%
Cc1ccc(N2CCN(C(=O)c3cc(C(=O)c4ccccc4C)c[nH]3)CC2)c(C)c1
  -30%, 4.0%, -29%, 7%, -12%, ?, 18µM*, 6%, 7%
CCn1nc(C)c(CNC(=O)C2CCC(=O)N(CCc3ccc(Cl)cc3)C2)c1C (configuration not stated)
  -9%, 0.3%, -2%, 0%, 13%, i, -18%, -2%, 4%
CCOC(=O)c1ccc(NC(=O)Cn2ccc([N+](=O)[O-])n2)cc1
  nt, 7.9%, 0%, 5%, 8%, ?, -3%, -1%, 3%
COc1cc(OC)nc(N/N=C(\c2ccccc2)c2ccncc2)n1
  -1%, 0.4%, -1%, 7%, -1%, i, 1%, 3%, 1%
Cc1ccc(NC2CCCN(C(=O)c3cccnc3)C2)cc1C (configuration not stated)
  4%, -0.9%, 0%, 8%, 11%, i, 13%, -1%, 1%
CC1CCCN(CCCNC(=O)C2CCCN(c3ncnc4c3nc3n4CCCCC3)C2)C1 (configuration not stated)
  -7%, -0.3%, -12%, 6%, 0%, i, -5%, 0%, -6%
C#CCOCCOCCOCCNc1nc(N2CCN(C(=O)Cn3cc(CC(C)O)nn3)CC2)nc(N2CCN(C(=O)[C@H]([C@@H](C)O)n3cc(CCCCN)nn3)CC2)n1 (some centres not stated)
  6%, 0.5%, -61%, 1%, 19%, i, -4%, 25%, -1%
CCNC(=S)NC1CC2CCC(C1)N2Cc1ccccc1 (configuration not stated)
  5%, 0.1%, -17%, 5%, -13%, i, 7%, -5%, 7%
O=C(NCCOc1ccccc1)c1ccccc1Cl
  9%, -0.2%, 5%, ?, 2%, nt, 2%, -2%, 1%
O=C(COC(=O)C1(c2ccc(F)cc2)CCCC1)NCc1ccco1
  15%, 0.0%, 4%, -1%, -10%, i, 0%, 7%, -5%

# A run of entries of the results above:
# Fields – ATXN2 expr inh, Nrf2 activator, HepG2 viability, Nrf2 inh, EPAC2 antagonist, ATXN viability, TGFb inhibitor, MCF10A rerep, A549 viability
N#C/C(=C\c1cccs1)Sc1nc2ccccc2s1
  104%[activator], ?, -13%, -27%, -8%, i, ?, ?, -12%
COc1ccc(CN2CCN(C(=O)c3cccc4ccccc34)CC2)cc1OC
  -43%, 0.2%, 11%, -1%, 13%, ?, 16%, 0.65µM*, 2%
CCOc1ccc(N(C)C(=O)CCc2nnc3ccc(N4CCC5(CC4)OCCO5)nn23)cc1
  -6%, -0.9%, -1%, -20%, -5%, i, 3%, 9%, 6%
Cc1ccc(N2CCN(C(=O)c3cc(C(=O)c4ccccc4C)c[nH]3)CC2)c(C)c1
  -30%, 4.0%, -29%, 7%, -12%, ?, 18µM*, 6%, 7%
CCn1nc(C)c(CNC(=O)C2CCC(=O)N(CCc3ccc(Cl)cc3)C2)c1C (configuration not stated)
  -9%, 0.3%, -2%, 0%, 13%, i, -18%, -2%, 4%
CCOC(=O)c1ccc(NC(=O)Cn2ccc([N+](=O)[O-])n2)cc1
  nt, 7.9%, 0%, 5%, 8%, ?, -3%, -1%, 3%
COc1cc(OC)nc(N/N=C(\c2ccccc2)c2ccncc2)n1
  -1%, 0.4%, -1%, 7%, -1%, i, 1%, 3%, 1%
Cc1ccc(NC2CCCN(C(=O)c3cccnc3)C2)cc1C (configuration not stated)
  4%, -0.9%, 0%, 8%, 11%, i, 13%, -1%, 1%
CC1CCCN(CCCNC(=O)C2CCCN(c3ncnc4c3nc3n4CCCCC3)C2)C1 (configuration not stated)
  -7%, -0.3%, -12%, 6%, 0%, i, -5%, 0%, -6%
C#CCOCCOCCOCCNc1nc(N2CCN(C(=O)Cn3cc(CC(C)O)nn3)CC2)nc(N2CCN(C(=O)[C@H]([C@@H](C)O)n3cc(CCCCN)nn3)CC2)n1 (some centres not stated)
  6%, 0.5%, -61%, 1%, 19%, i, -4%, 25%, -1%
CCNC(=S)NC1CC2CCC(C1)N2Cc1ccccc1 (configuration not stated)
  5%, 0.1%, -17%, 5%, -13%, i, 7%, -5%, 7%
O=C(NCCOc1ccccc1)c1ccccc1Cl
  9%, -0.2%, 5%, ?, 2%, nt, 2%, -2%, 1%
O=C(COC(=O)C1(c2ccc(F)cc2)CCCC1)NCc1ccco1
  15%, 0.0%, 4%, -1%, -10%, i, 0%, 7%, -5%

# (further entries)
# Fields – ATXN2 expr inh, Nrf2 activator, HepG2 viability, Nrf2 inh, EPAC2 antagonist, ATXN viability, TGFb inhibitor, MCF10A rerep, A549 viability
Cc1c(CN2CCc3c([nH]c4ccccc34)C2C2CCCCC2)cnn1C (configuration not stated)
  -22%, 6.5%, -8%, 7%, -23%, i, -17%, 18µM*, 5%
Cc1cc(C)cc(NC(=O)CN2C(=O)CCc3cc(S(=O)(=O)N4CCCCC4)ccc32)c1
  -25%, 2.8%, -2%, nt, nt, i, ?, nt, 1%
C=CCOc1cccc(C2C(C(=O)c3ccco3)=C(O)C(=O)N2Cc2cccnc2)c1 (configuration not stated)
  4%, -0.1%, 4%, 1%, 4%, i, -8%, 0%, -11%
O=C(CCc1nnc2n(CCc3ccccc3)c(=O)c3ccccc3n12)NCCCN1CCCCC1
  nt, -0.2%, 3%, 4%, 5%, i, -6%, -2%, 6%
CCN(CC)C(=O)CN1C(=O)C2(OCC(C)(c3ccccc3)CO2)c2ccccc21 (configuration not stated)
  -9%, -0.3%, 4%, ?, -1%, i, -1%, -2%, 0%
O=C(O)C(NC(=O)c1ccccc1)=C(Cl)Cl
  0%, 0.0%, 0%, -9%, 2%, i, 13%, 4%, 3%
Cc1cc(/C=C2\SC(N)=NC2=O)c(C)n1-c1ccc(F)cc1
  17%, 3.3%, 13µM*, ?, 4%, i, -10%, ?, 21%
COc1ccc(C(=O)N2CCC3(CC2)NCCc2[nH]cnc23)cc1
  nt, 0.4%, 6%, -18%, 3%, i, -1%, 0%, 7%
CCc1ccc(NC(=O)C(=O)NCC(c2ccc3c(c2)OCO3)N2CCN(C)CC2)cc1 (configuration not stated)
  -30%, 2.9%, -13%, nt, nt, i, 13%, nt, 0%
COc1ccccc1NC(=O)CCC(=O)OCc1ccc(Cl)cc1
  nt, 0.1%, -10%, 3%, -5%, i, -14%, 0%, 7%
O=C(CCc1ccccc1)NC1(Cc2ccccc2)CCN(CCCc2ccccc2)C1=O (configuration not stated)
  ?, 3.4%, -23%, ?, -1%, ?, 13µM*, -2%, -12%
CCOc1cc(NC(=S)NCCCN2CCOCC2)c(OCC)cc1NC(=O)C1CC1
  2%, 0.7%, -3%, 6%, 9%, i, 2%, 8%, 10%

# The list is partial; count on the stated rates, not on these rows.
